High-throughput results as filed in PubChem BioAssay.
Growth percent in the NCI-60 one-dose screen (48 h, 10 µM unless noted): 100 = growth as untreated, 0 = no growth, -100 = all killed.
COLO 205 – COLO 205 colon cancer; AID 1794742; 79,000 tested, 7.3% active
NCI/ADR-RES – NCI/ADR-RES ovarian cells; 81,000 tested, 4.4% active
NCI-H522 – NCI-H522 lung cancer; AID 1794739; 78,000 tested, 8% active
KM12 – KM12 colon cancer cells; AID 1794800; 82,000 tested, 5% active
NCI-H226 – NCI-H226 lung cancer; 79,000 tested, 3.5% active
NCI-H460 – NCI-H460 lung cancer; 82,000 tested, 6.8% active
IGROV1 – IGROV1 ovarian cancer; 79,000 tested, 4.7% active
NCI-H322M – NCI-H322M lung cancer. 80,000 tested, 2.7% active. AID 1794733
NCI-H23 – NCI-H23 lung cancer | 80,000 tested, 4% active | AID 1794731
The depositor's hits bear a star. How the source made its calls: active means growth percent below 10; inactive means the rest. No enrichment for hits; any-hit rate near 12%.

What do the screens show for `COC1=CC(=NCCC(=O)O)C[C@@H](C)[C@]12Oc1c(Cl)c(OC)cc(OC)c1C2=O`?
COLO 205: 110; NCI/ADR-RES: 109; NCI-H522: 75; KM12: 102; NCI-H226: 115; NCI-H460: 105; IGROV1: 114; NCI-H322M: 112; NCI-H23: 102

How did Oc1ccc2ccccc2c1C(N=Cc1ccccc1)c1ccccc1 (stereo not drawn) do in these assays?
COLO 205: 104; NCI/ADR-RES: 105; NCI-H522: 98; KM12: 101; NCI-H226: 98; NCI-H460: 108; IGROV1: 109; NCI-H322M: 110; NCI-H23: 96

How did CSc1nc2ccc(C)cc2cc1/C=N/O do in these assays?
COLO 205: 102; NCI/ADR-RES: 98; NCI-H522: 76; KM12: 94; NCI-H226: 77; NCI-H460: 91; IGROV1: 88; NCI-H322M: 94; NCI-H23: 99

What do the screens show for `O=C1/C(=C/c2cccc([N+](=O)[O-])c2)Sc2scc(-c3ccc([N+](=O)[O-])cc3)[n+]21`?
COLO 205: 119; NCI/ADR-RES: 90; NCI-H522: 81; KM12: 90; NCI-H226: 103; NCI-H460: 100; IGROV1: 94; NCI-H322M: 98; NCI-H23: 88

How did CC1(C)CC[C@]2(C(N)=O)CC[C@]3(C)C(=CC[C@@H]4[C@@]5(C)CCC(=O)C(C)(C)[C@@H]5CC[C@]43C)[C@@H]2C1 do in these assays?
COLO 205: 95; NCI/ADR-RES: 91; NCI-H522: 74; KM12: 92; NCI-H226: 90; NCI-H460: 111; IGROV1: 117; NCI-H322M: 98; NCI-H23: 92

Results for COc1ccccc1NC(=O)C(/C=N/C(=S)NNC(C)=O)=C(/C)O ?
COLO 205: 110; NCI/ADR-RES: 106; NCI-H522: 94; KM12: 108; NCI-H226: 94; NCI-H460: 106; IGROV1: 110; NCI-H322M: 106; NCI-H23: 102

Results for O=C1c2cc(Cl)ccc2OC2CCON12 (stereo not drawn) ?
COLO 205: 101; NCI/ADR-RES: 96; NCI-H522: 85; KM12: 111; NCI-H226: 104; NCI-H460: 99; IGROV1: 91; NCI-H322M: 98; NCI-H23: 106

What do the screens show for `Cc1ccc(Nc2nc(N)[nH]c(=O)c2N=O)cc1`?
COLO 205: 96; NCI/ADR-RES: 108; KM12: 104; NCI-H226: 103; NCI-H460: 107; IGROV1: 108; NCI-H322M: 76; NCI-H23: 107

What do the screens show for `C[P+](C)(c1ccccc1)c1ccccc1`?
COLO 205: 100; NCI/ADR-RES: 112; KM12: 92; NCI-H226: 101; NCI-H460: 105; IGROV1: 104; NCI-H322M: 100; NCI-H23: 104

What do the screens show for `CC1(C)NCCC[C@]2(C)[C@H]3CC[C@@H]4[C@H]5[C@H](C(=O)/C=C/c6ccco6)CC[C@]5(CO)CC[C@@]4(C)[C@]3(C)CC[C@@H]12`?
COLO 205: -3.0*; NCI/ADR-RES: 95; NCI-H522: 88; KM12: 83; NCI-H226: 95; NCI-H460: 56; IGROV1: 89; NCI-H322M: 93; NCI-H23: 89

The final 3 compounds of the section above lead into the next:
What do the screens show for `Cc1ccc(Nc2nc(N)[nH]c(=O)c2N=O)cc1`?
COLO 205: 96; NCI/ADR-RES: 108; KM12: 104; NCI-H226: 103; NCI-H460: 107; IGROV1: 108; NCI-H322M: 76; NCI-H23: 107

What do the screens show for `C[P+](C)(c1ccccc1)c1ccccc1`?
COLO 205: 100; NCI/ADR-RES: 112; KM12: 92; NCI-H226: 101; NCI-H460: 105; IGROV1: 104; NCI-H322M: 100; NCI-H23: 104

What do the screens show for `CC1(C)NCCC[C@]2(C)[C@H]3CC[C@@H]4[C@H]5[C@H](C(=O)/C=C/c6ccco6)CC[C@]5(CO)CC[C@@]4(C)[C@]3(C)CC[C@@H]12`?
COLO 205: -3.0*; NCI/ADR-RES: 95; NCI-H522: 88; KM12: 83; NCI-H226: 95; NCI-H460: 56; IGROV1: 89; NCI-H322M: 93; NCI-H23: 89

Results for O=C(O)C1C2CC3OC(=O)C1C3C2 (stereo not drawn) ?
COLO 205: 100; NCI/ADR-RES: 117; NCI-H522: 91; KM12: 113; NCI-H226: 100; NCI-H460: 109; NCI-H322M: 151; NCI-H23: 110

Results for CC(C)NC(=O)c1cc(-c2ccc(NC(=O)Nc3ccc(F)cc3)cc2)nc2cccnc12 ?
COLO 205: 118; NCI/ADR-RES: 104; NCI-H522: 97; KM12: 96; NCI-H226: 99; NCI-H460: 104; IGROV1: 110; NCI-H322M: 104; NCI-H23: 99

How did COc1ccc(C(=O)c2cc(F)c(F)c(OC)c2F)cc1OC(=O)CCl do in these assays?
COLO 205: 108; NCI/ADR-RES: 14; NCI-H522: 31; KM12: 31; NCI-H226: 105; NCI-H460: 20; IGROV1: 44; NCI-H322M: 76; NCI-H23: 58

How did COc1ccc2c(c1)c(-c1nonc1-c1cn(C)c3ccccc13)cn2C do in these assays?
COLO 205: 18; NCI/ADR-RES: 17; NCI-H522: 10.0*; KM12: 26; NCI-H226: 27; NCI-H460: 16; IGROV1: 42; NCI-H322M: 42; NCI-H23: 28

How did O=S(=O)(NCCNc1nccc(-c2c(-c3ccccc3)nc3occn23)n1)c1ccc(Cl)cc1 do in these assays?
COLO 205: 50; NCI/ADR-RES: 74; NCI-H522: 64; KM12: 55; NCI-H226: 51; NCI-H460: 31; IGROV1: 33; NCI-H322M: 68; NCI-H23: 60

What do the screens show for `C[C@@H]1OCC2(CCN(c3cnc(C(=O)Nc4cc(F)cc5cccnc45)cn3)CC2)[C@@H]1N`?
COLO 205: 9.3*; NCI/ADR-RES: 76; NCI-H522: 35; KM12: 84; NCI-H226: 79; NCI-H460: 93; IGROV1: 28; NCI-H322M: 85; NCI-H23: 82

What do the screens show for `CS(=O)(=O)c1ccc(C(=O)O)cc1`?
COLO 205: 109; NCI/ADR-RES: 102; NCI-H522: 99; KM12: 104; NCI-H226: 113; NCI-H460: 108; IGROV1: 104; NCI-H322M: 110; NCI-H23: 104

What do the screens show for `Cn1cc(-c2csc(-c3c[nH]c4ncccc34)n2)c2cc(F)cnc21`?
NCI/ADR-RES: 63; NCI-H522: 87; KM12: 49; NCI-H226: 74; NCI-H460: 61; IGROV1: 66; NCI-H322M: 71; NCI-H23: 74

Results for N=C(N)SCc1cccc2ccccc12 ?
COLO 205: 95; NCI/ADR-RES: 88; NCI-H522: 74; KM12: 103; NCI-H226: 73; IGROV1: 103; NCI-H322M: 93; NCI-H23: 80

What do the screens show for `CCn1c(SCC(=O)Nc2cccc(C(=O)/C=C/c3ccc(C)cc3)c2)nc2ccccc2c1=O`?
COLO 205: 122; NCI/ADR-RES: 91; NCI-H522: 81; KM12: 77; NCI-H226: 73; NCI-H460: 98; IGROV1: 77; NCI-H322M: 87; NCI-H23: 77

What do the screens show for `O=C1N(Cc2ccccc2Cl)c2ccccc2C12NN=C(c1cccc(Cl)c1)S2` (stereo not drawn)?
COLO 205: 67; NCI/ADR-RES: -17*; NCI-H522: 17; KM12: 21; NCI-H226: -58*; NCI-H460: -51*; IGROV1: 20; NCI-H322M: -13*; NCI-H23: -19*

What do the screens show for `O=[N+]([O-])c1ccccc1SCl`?
NCI/ADR-RES: 105; NCI-H522: 97; KM12: 100; NCI-H226: 92; NCI-H460: 107; IGROV1: 101; NCI-H322M: 102; NCI-H23: 91

Results for CCn1c(Sc2nnc(NC(=O)CCSC(=S)N3CCOCC3)s2)nc2c1c(=O)n(C)c(=O)n2C ?
COLO 205: 115; NCI/ADR-RES: 101; NCI-H522: 97; KM12: 101; NCI-H226: 85; NCI-H460: 101; IGROV1: 93; NCI-H322M: 90; NCI-H23: 107

What do the screens show for `COc1ccc(/C(CSc2nc3c([nH]2)c(=O)n(C)c(=O)n3C)=N\O)cc1`?
COLO 205: 117; NCI/ADR-RES: 107; NCI-H522: 98; KM12: 103; NCI-H226: 112; NCI-H460: 103; IGROV1: 111; NCI-H322M: 103; NCI-H23: 102

Results for COC(=O)/C=C1\SC(=Nc2cccc(OC)c2)N(CCc2c[nH]c3ccccc23)C1=O ?
COLO 205: 76; NCI/ADR-RES: 63; NCI-H522: 28; KM12: 48; NCI-H226: 98; NCI-H460: 81; IGROV1: 72; NCI-H322M: 77; NCI-H23: 68

Results for CC(C)=CCC/C(C)=C/CSc1nnc(-c2c(C)nc3ccc(Br)cn23)o1 ?
COLO 205: 107; NCI/ADR-RES: 88; NCI-H522: 81; KM12: 102; NCI-H226: 88; NCI-H460: 98; IGROV1: 94; NCI-H322M: 104; NCI-H23: 85

Results for C#C[C@@]1(O)[C@@H](CO)O[C@@H](n2ccc3c(N)ncnc32)[C@@H]1O ?
COLO 205: -55*; NCI/ADR-RES: -9.8*; NCI-H522: -18*; KM12: 0.3*; NCI-H226: -54*; NCI-H460: 0.6*; IGROV1: 4.3*; NCI-H322M: 14; NCI-H23: -21*

What do the screens show for `CCn1cc(/C=C(/SS/C(=C/c2cn(CC)c3cccc(C(=O)O)c23)C(=O)O)C(=O)O)c2c(C(=O)O)cccc21`?
COLO 205: 103; NCI/ADR-RES: 100; NCI-H522: 94; KM12: 99; NCI-H226: 93; NCI-H460: 102; IGROV1: 107; NCI-H322M: 97; NCI-H23: 93

Results for COC(=O)c1cc(=O)nc(NN=C(C)C)s1 ?
COLO 205: 130; NCI/ADR-RES: 102; NCI-H522: 96; KM12: 104; NCI-H226: 106; NCI-H460: 114; IGROV1: 98; NCI-H322M: 109; NCI-H23: 104

What do the screens show for `c1ccc(-c2nnc(-c3ccccc3)c3nonc23)cc1`?
COLO 205: 89; NCI/ADR-RES: 96; NCI-H522: 80; KM12: 86; NCI-H226: 84; NCI-H460: 89; IGROV1: 84; NCI-H322M: 85; NCI-H23: 94

Results for Cc1c(Cc2ccccc2)c(=O)oc2c(C)c(OCC(=O)NN)ccc12 ?
NCI/ADR-RES: 105; NCI-H522: 82; KM12: 99; NCI-H226: 92; NCI-H460: 106; IGROV1: 95; NCI-H322M: 81; NCI-H23: 92

What do the screens show for `O=C(Nc1ccccc1)Nc1cccc(N=Cc2c(O)ccc3ccccc23)c1`?
NCI/ADR-RES: 100; NCI-H522: 91; KM12: 102; NCI-H460: 104; IGROV1: 98; NCI-H322M: 100; NCI-H23: 97

Results for COc1cc(CNc2oc(-c3ccccc3)c(-c3ccccc3)c2C#N)cc(CN2CCN(C)CC2)c1O ?
COLO 205: 54; NCI/ADR-RES: 75; NCI-H522: 72; KM12: 67; NCI-H226: 88; NCI-H460: 33; IGROV1: 71; NCI-H322M: 89; NCI-H23: 73

How did Nc1ncnc(Nc2ccccc2Oc2ccccc2)n1 do in these assays?
COLO 205: 116; NCI/ADR-RES: 111; NCI-H522: 101; KM12: 109; NCI-H226: 107; NCI-H460: 129; IGROV1: 109; NCI-H322M: 117; NCI-H23: 105

What do the screens show for `Cc1[nH]c2ccccc2c1C=O`?
COLO 205: 107; NCI/ADR-RES: 105; NCI-H522: 96; KM12: 104; NCI-H226: 99; NCI-H460: 105; IGROV1: 114; NCI-H322M: 113; NCI-H23: 107

What do the screens show for `CC1(C)CC(=O)C2=C(C1)N(c1ccc(F)cc1F)C(N)=C(C#N)C2c1ccc(Br)s1` (stereo not drawn)?
COLO 205: 115; NCI/ADR-RES: 87; NCI-H522: 79; KM12: 100; NCI-H226: 103; NCI-H460: 99; IGROV1: 96; NCI-H322M: 101; NCI-H23: 92

What do the screens show for `CN(C)c1cccc2c(S(=O)(=O)Nc3cccc(-c4csc(NC(=O)CCCCCN5CCN(c6cccc7c6C(=O)N(C6CCC(=O)NC6=O)C7=O)CC5)n4)c3)cccc12` (stereo not drawn)?
COLO 205: 133; NCI/ADR-RES: 107; NCI-H522: 108; KM12: 110; NCI-H226: 96; NCI-H460: 112; IGROV1: 110; NCI-H322M: 119; NCI-H23: 102

How did O=C(Cn1cc(-c2ccc3c(c2)ncn3-c2ccccc2)cn1)NCCn1cc(COCCOCCNc2cccc3c2C(=O)N(C2CCC(=O)NC2=O)C3=O)nn1 (stereo not drawn) do in these assays?
NCI/ADR-RES: 105; NCI-H522: 89; KM12: 107; NCI-H226: 110; NCI-H460: 108; IGROV1: 101; NCI-H322M: 101; NCI-H23: 96

What do the screens show for `Cc1ccc(C2CC(c3cccc(Nc4ccncc4)c3)=NN2C=O)cc1` (stereo not drawn)?
COLO 205: 100; NCI/ADR-RES: 96; NCI-H522: 85; KM12: 95; NCI-H226: 88; NCI-H460: 103; IGROV1: 88; NCI-H322M: 95; NCI-H23: 88

What do the screens show for `COc1ccc(C(=O)/C=C/c2ccc(OCc3ccc(F)cc3)c(OC)c2)cc1OC`?
COLO 205: 30; NCI/ADR-RES: 11; NCI-H522: 3.0*; KM12: 14; NCI-H226: 46; NCI-H460: 15; IGROV1: 17; NCI-H322M: 7.4*; NCI-H23: 26

What do the screens show for `COc1cc(NC(=O)NCc2ccco2)ccc1-c1ccc(NC(=O)NCc2ccco2)cc1OC`?
COLO 205: 65; NCI/ADR-RES: 91; KM12: 48; NCI-H226: 14; NCI-H460: 36; IGROV1: 73; NCI-H322M: 49; NCI-H23: 49

Reprinted at random: two entries already listed.
What do the screens show for `O=C(Nc1ccccc1)Nc1cccc(N=Cc2c(O)ccc3ccccc23)c1`?
NCI/ADR-RES: 100; NCI-H522: 91; KM12: 102; NCI-H460: 104; IGROV1: 98; NCI-H322M: 100; NCI-H23: 97

What do the screens show for `CC1(C)CC(=O)C2=C(C1)N(c1ccc(F)cc1F)C(N)=C(C#N)C2c1ccc(Br)s1` (stereo not drawn)?
COLO 205: 115; NCI/ADR-RES: 87; NCI-H522: 79; KM12: 100; NCI-H226: 103; NCI-H460: 99; IGROV1: 96; NCI-H322M: 101; NCI-H23: 92
